High-throughput results deposited in PubChem BioAssay by several laboratories.
Insulin prom inh = TRM-6 insulin promoter activity inhibition. TRM-6 cells (human fetal islet line), insulin promoter-eGFP reporter, imaging; reporter expression induced with tamoxifen. inhibition, % at 2 µM. hit rate 0.9% among 130,000;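 active = inhibition above the mean plus 3 SD, with well images judged a real hit on visual review, cut at about 60% in these data, passing the limit was not always enough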
sdo1 growth = restores growth of sdo1-depleted yeast. S. cerevisiae sdo1-depleted JHY4D growth rescue, OD600 30 h; hits give high values; pdr5 snq2 efflux-pump mutant strain. z-score at 10 µM. hit rate 0.21% among 140,000;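 active = z-score above 3 at both the 24 hr and the 30 hr optical density reads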;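 note: z-score against mean and SD of all compound wells on the same plate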
sdo1 growth Rescue 24 h = recorded beside sdo1 growth, whose call it bears; z-score; S. cerevisiae sdo1-depleted JHY4D growth rescue, OD600; measured here: growth rescue at 24 h;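 0 is the plate mean of compound wells and units are plate SD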
Active calls of the source: *; . = not tested or not shown. Not all compounds are listed. The share of hits here may be higher or lower than overall.

SMILES	Insulin prom inh	sdo1 growth	sdo1 growth Rescue 24 h
COc1ccc(NC(=O)CSc2nnc(-c3ccccn3)n2N)c(OC)c1	-48	0.71	0.09
CCOC(=O)c1c(NC(=O)COC(=O)CNC(=O)c2ccco2)sc(C)c1C	.	-0.47	-0.7
O=C1CN(C(=O)CSc2nc3ccccc3c(=O)n2Cc2ccc(F)cc2)c2ccccc2N1	4	-0.46	-0.48
CC1(C)Cc2[nH]c(=O)c(C#N)cc2CS1	44	0.46	0.84
CSc1nc(-c2ccc(C)cc2)[nH]c1S(=O)(=O)c1ccccc1	36	-1.4	-1.7
CCCC(=O)Nc1ccc(OCC(O)CNC(C)C)c(C(C)=O)c1 (stereo not given)	23	0.18	-0.44
O=C(c1ccccc1/S(=N/S(=O)(=O)c1ccccc1)N1CCOCC1)N1CCOCC1 (stereo not given)	.	0.69	0.13
Cc1cc(C(=O)Cn2nnc3ccccc3c2=O)c(C)n1-c1c(C)n(C)n(-c2ccccc2)c1=O	-26	0.58	0.33
CC(C)C(=O)N/N=C/c1ccc(OCc2ccccc2)cc1	11	1	1
CCC(=O)N1CCc2cc(S(=O)(=O)NC(C(=O)Nc3cccc(C)n3)C(C)C)ccc21 (stereo not given)	.	0.44	-0.28
Cc1ccc(S(=O)(=O)N2CCC(=O)N(C(COCc3ccc(C(F)(F)F)cc3)Cc3ccccc3)CC2)cc1 (stereo not given)	-57	0.08	-0.29
O=C(CN1C(=O)c2ccccc2S1(=O)=O)N1CCN(c2ccccc2)CC1	23	0.83	0.79
Cc1cc(OC(C)C(N)=O)nc(-c2ccccc2)n1 (stereo not given)	14	.	.
CCOC(=O)C1=C(N)OC(C)=C(C#N)C1c1ccco1 (stereo not given)	-71	0.25	0.22
CCOC(=O)C1(Cc2ccccc2C)CCCN(Cc2cc(OC)c(O)c(OC)c2)C1 (stereo not given)	-7	.	.
COC(=O)COc1ccc(S(=O)(=O)Nc2cc(OC)ccc2OC)cc1	-4	0.86	0.55
CCOC(=O)/C(=N\Nc1cccc(Cl)c1)Sc1nnc(-c2ccc(OC)cc2)n1C	46	-1.4	-1.4
CC1CCN(S(=O)(=O)N2CCC(C(=O)N3CCC(N(C)CC4CCCO4)CC3)CC2)CC1 (stereo not given)	.	-0.46	-0.96
COc1cc(CNC23CC4CC(CC(C4)C2)C3)ccc1OCc1ccccc1	-19	.	.
CCOC(=O)Cn1c(CN2CC(C)OC(C)C2)nc2c1c(=O)n(C)c(=O)n2C (stereo not given)	43	0.5	0.24
CCCCC(=O)Nc1cc(OC)c(NC(=S)NC)cc1OC	-17	.	.
CCC(CC)C(=O)Nc1cccc(C(=O)NCCc2ccc(S(N)(=O)=O)cc2)c1	-31	1.1	0.58
CCn1c(SCC(N)=O)nnc1-c1ccc(OC)c(OC)c1	-9	-0.17	-0.74
COc1ccc(/C=C\c2nc(=O)c3ccccc3o2)cc1	19	.	.
Cc1cc(NC(=O)CN2C(=O)NC3(CCCCC3)C2=O)no1	30	0.28	-0.49
Cc1cc(C)n(CCc2nc(-c3ccc(C)o3)cs2)n1	-42	0.23	0.41
CCC1=NNc2cccc3c(OC)ccc1c23	-3	-1.5	-0.56
CCOc1cc(S(=O)(=O)n2cc(-c3ccc(F)cc3)c(N)n2)cc(OCC)c1OCC	-282	-0.41	-0.23
O=C1[C@@H]2[C@H](C(=O)N1Cc1ccco1)[C@H]1C=C[C@@H]2C1	-8	0.1	-0.51
CCOc1ccc(Nc2nc(Cc3nnc(SCC(=O)c4ccc(C)c(C)c4)o3)cs2)cc1	.	-0.12	0.91

Individual results from above.
In Insulin prom inh, CCOC(=O)C1(Cc2ccccc2C)CCCN(Cc2cc(OC)c(O)c(OC)c2)C1 (stereo not given) shows -7
In sdo1 growth Rescue 24 h, CSc1nc(-c2ccc(C)cc2)[nH]c1S(=O)(=O)c1ccccc1 shows -1.7
In sdo1 growth, COc1ccc(NC(=O)CSc2nnc(-c3ccccn3)n2N)c(OC)c1 shows 0.71
In sdo1 growth, CCCC(=O)Nc1ccc(OCC(O)CNC(C)C)c(C(C)=O)c1 (stereo not given) shows 0.18
In sdo1 growth, O=C1[C@@H]2[C@H](C(=O)N1Cc1ccco1)[C@H]1C=C[C@@H]2C1 shows 0.1
In sdo1 growth, CCOC(=O)/C(=N\Nc1cccc(Cl)c1)Sc1nnc(-c2ccc(OC)cc2)n1C shows -1.4
In Insulin prom inh, Cc1cc(OC(C)C(N)=O)nc(-c2ccccc2)n1 (stereo not given) shows 14

Later entries
SMILES	Insulin prom inh	sdo1 growth	sdo1 growth Rescue 24 h
COC(=O)c1c(C)oc2cc(Br)c(OCC(=O)C(C)(C)C)cc12	.	-1.1	-0.35
O=C1/C(=N\O)Cc2ccccc21	57	0.54	-0.24
COc1cccc(N2CCN(CC(=O)NCc3cccs3)CC2)c1	-44	0.76	0.77
Nc1ccc(-c2nc3ccc([N+](=O)[O-])cc3[nH]2)cc1	10	0.91	0.5
Cc1ccc(-c2csc(/C(C#N)=C/Nc3ccccc3SC(F)(F)F)n2)c(C)c1	50	-0.74	-0.34
CC(=O)c1ccc(NC(=O)C2Cc3ccccc3CN2C(=O)c2ccccc2)cc1 (stereo not given)	.	-0.2	-0.5
COc1cc(C(=O)NC(=S)Nc2ccc3c(c2)C(=O)N(C)C3=O)cc(OC)c1OC	.	-1.4	-0.18
CCOC(=O)c1c(C)n(C)c2ccc(OCC(O)Cn3nc(C)c(Br)c3C)cc12 (stereo not given)	10	-1.7	-1.3
CCSC1=N/C(=C\c2ccc(OC)cc2)C(=O)N1	-153	-0.37	-0.18
CCCCc1c(C)nc2ccccc2c1SCCC#N	53	-0.74	-0.52
CCc1c(C)nc(SCC(=O)c2cccs2)c(C#N)c1C	9	-1.1	-0.62
O=c1cc2c(nn1Cc1cccc(Cl)c1)-c1ccccc1CC2	.	-1.9	-0.18
COc1ccc(C2Sc3nncn3N2Cc2ccc(C#N)cc2)cc1 (stereo not given)	.	-0.12	-0.45
O=C(CSc1nc2ccccc2n1CCc1ccccc1)NC1CCS(=O)(=O)C1 (stereo not given)	-13	0.28	0.14
CN(C)c1ccc(P(=O)(OC2CCCCC2)C(O)c2cccnc2)cc1 (stereo not given)	.	0.62	0.53
O=C(N/N=C/c1ccc2c(c1)OCO2)/C(=C/c1ccc2c(c1)OCO2)NC(=O)c1ccccc1	.	-0.16	-0.41
CCCn1c(SCC(=O)Nc2nnc(-c3ccccc3)s2)nnc1-c1ccccn1	-21	-0.5	0.44
CCOc1cc(/C=N/O)ccc1OCc1ccc([N+](=O)[O-])cc1	-10	-1.1	-0.75
CCN1C(=O)CSC1=NC12CC3CC(CC(C3)C1)C2	-57	-1.1	-0.86
COc1ccccc1CNC(=O)C1CCN(c2nc3ccccc3o2)CC1	.	0.63	0.39
CCOC(=O)C1CCCCN1Cc1ccc(C(F)(F)F)cc1 (stereo not given)	-61	0.65	-0.2
CCc1ccccc1NC(=O)c1cnccn1	-12	-0.25	-0.23
O=C(C/C=N/OCc1ccc(Cl)cc1Cl)c1ccccc1	-27	0.08	-0.24
CN=Cc1cc(-c2ccccc2)sc1O	-38	-0.13	-0.78
COc1cc(-n2c3nc4ccccc4nc3c3c(=O)n(Cc4ccco4)cnc32)cc(OC)c1OC	-71	.	.
CC(=O)c1c(C)nc(-c2ccccc2)nc1NC(=O)Cc1ccccc1	-6	.	.
Cc1onc(-c2ccccc2)c1C(=O)Nc1ccnn1C1CCCCC1	-5	0.73	0.74
Cc1ccc(-c2csc(NC(=O)C3CCN(S(=O)(=O)c4cccs4)CC3)n2)cc1	-50	-0.16	-0.57
CC(/C=N/NC(=O)Cn1cnc2ccccc21)=C\c1ccccc1	7	-0.26	-0.47
CC(=O)N1CCN(C(=O)CNc2cc(C(F)(F)F)ccc2OCC(F)(F)F)CC1	.	0.82	-0.79
N#Cc1cccc(NC(=O)COc2ccc(-n3ccnc3)cc2)c1	-85	0.23	0.5
Cc1nnc2ccc(Oc3ccc(-c4ccccc4)cc3)nn12	.	-0.67	-0.89
C/C(=N\Nc1ncc(Cl)cc1Cl)c1ccc(OC(F)F)cc1	-71	-0.89	-0.41
O=C(/C=C/c1cccs1)Nc1ccc([N+](=O)[O-])cc1	-55	-1.3	-1.3
Cc1nc(N2CCCCC2)c2c(C)c(C(=O)Nc3ccccc3C(F)(F)F)sc2n1	43	.	.
COC(=O)C1=C(C(=O)OC)C(c2ccccc2O)c2sc(=O)[nH]c2S1 (stereo not given)	0	-0.62	-0.76
O=C(O)C1CCCCC1C(=O)NCCc1ccccc1 (stereo not given)	39	0.25	0.31
Nc1nc(Sc2ccc(C(F)(F)F)cn2)n[nH]1	-23	1.2	0.11
CCOc1cc(C(=O)OCC(=O)c2c(C)[nH]c3ccccc23)ccc1OCC(=O)N1CCOCC1	.	1.7	2.4
CC(=O)NC(CCS(C)(=O)=O)C(=O)Nc1ccc(Oc2ccccc2)cc1 (stereo not given)	.	0.18	-0.06
CC(=O)NS(=O)(=O)c1ccc(NC(=O)CCc2ccccc2)cc1	.	1.5	1.5
CN1c2ccccc2C(C)(C)C12C=Cc1cc(O)ccc1O2 (stereo not given)	-73	1.1	0.79
CC(C)CNC(=O)c1cccc(Cn2cc(Cl)cn2)c1	.	0.89	-0.29
CCC(C)c1ccccc1NC(=O)COC(=O)c1ccc2c(c1)S(=O)(=O)c1ccccc1C2=O (stereo not given)	.	1.1	1.2
COC(=O)C1=C(C)N(CCc2c[nH]c3ccccc23)C(=O)/C1=C\N(C)C	-409	.	.
N=c1n(CCN2CCCCC2)c2ccccc2n1CC(O)c1cccc(Br)c1 (stereo not given)	-7	0.01	-0.65
Cc1nn(C)c(C)c1S(=O)(=O)N(CC(=O)NCc1ccco1)c1ccc(C(C)C)cc1	.	0.25	0.28
Cc1cc(C)cc(OCCNC(=O)C(C)N2C(=O)c3ccccc3C2=O)c1 (stereo not given)	24	.	.
O=C(O)C1CSC(c2ccncc2)N1 (stereo not given)	-18	0.64	0.09
CCOC(=O)c1cnc(SCc2cccc(C)c2)nc1N	26	-1.2	-1.2
Remaining list, next part:
SMILES	Insulin prom inh	sdo1 growth	sdo1 growth Rescue 24 h
COCC(=O)OCn1nnc2ccccc2c1=O	-19	0.61	1
COc1cc(/C=C2\C(=O)NN(c3ccccc3)C2=O)ccc1OCC(N)=O	0	.	.
CCN1CCN(c2nc3sc4c(c3c3ncnn23)CC(C)CC4)CC1 (stereo not given)	67	-0.43	-0.82
COc1ccc(OCC(=O)OCCN2C(=O)c3ccccc3C2=O)cc1	-19	0.6	2.7
CCC(C)(C)n1nnnc1C(CC(C)C)N1CCC(C(N)=O)CC1 (stereo not given)	.	0.34	0.51
Cc1cc(C(=O)OCC(=O)NC(=O)NC(C)(C)C)c(C)o1	.	1.1	1.1
Cc1cccc(OCC(=O)Nc2nnc(-c3ccco3)s2)c1	7	.	.
Cc1cc(C(=O)OCC(=O)Nc2ccccc2F)c(C)o1	-11	-0.25	-0.68
O=c1c2ccccc2nc(COc2ccccc2)n1/N=C/c1c[nH]c2ccccc12	.	-1.6	-0.99
O=C1/C(=C/c2cccnc2)Oc2cc(OS(=O)(=O)c3ccc(Cl)cc3)ccc21	21	-0.63	0.5

An excerpt from above in order of length of the SMILES, lowest first:
SMILES	Insulin prom inh	sdo1 growth	sdo1 growth Rescue 24 h
Cc1cc(C(=O)OCC(=O)Nc2ccccc2F)c(C)o1	-11	-0.25	-0.68
Cc1cccc(OCC(=O)Nc2nnc(-c3ccco3)s2)c1	7	.	.
CCC(C)(C)n1nnnc1C(CC(C)C)N1CCC(C(N)=O)CC1 (stereo not given)	.	0.34	0.51
O=c1c2ccccc2nc(COc2ccccc2)n1/N=C/c1c[nH]c2ccccc12	.	-1.6	-0.99
O=C1/C(=C/c2cccnc2)Oc2cc(OS(=O)(=O)c3ccc(Cl)cc3)ccc21	21	-0.63	0.5

The results go on.
SMILES	Insulin prom inh	sdo1 growth	sdo1 growth Rescue 24 h
Cc1cc(C)n2cc(COc3ccc4ccccc4c3)nc2n1	8	-1.1	0.16
O=C(NCC1CCCO1)C1CCN(S(=O)(=O)c2cccnc2)CC1 (stereo not given)	26	0.31	1.1
CCc1ccccc1N1CC23C=CC(O2)C(C(=O)O)C3C1=O (stereo not given)	.	1.2	1.4
O=C(Cc1cccs1)NC1(C(=O)NC2CCCC2)CCCCC1	-58	0.44	0.18
Cc1csc(N/N=C\c2cccnc2)n1	-38	.	.
CCCCC(=O)Nc1cccc(NC(=O)c2ccc3c(c2)OCO3)c1	.	-0.96	-0.82
Clc1ccc(-c2nnc(C34CC5CC(CC(C5)C3)C4)o2)cn1	-17	-0.44	-0.76
Cc1cccc(CSc2ncnc3ccccc23)c1	11	.	.
COCC(=O)OCC(=O)Nc1ccccc1-c1ccccc1	29	.	.
Cc1ccc(C(=O)N2CCOCC2)cc1S(=O)(=O)Nc1cccc(C)c1C	32	0.62	0.17
Cc1c(C(=O)NCc2cccnc2)sc2ncn(CC(=O)N3CCCCC3C)c(=O)c12 (stereo not given)	62	0.18	0.33
C(=N\n1cnnc1)/c1ccc2c(c1)OCO2	67	1.3	1.4
Cc1ccc(SCc2cc(=O)[nH]c(/N=C(\N)Nc3ccccc3Sc3ccccc3)n2)cc1	.	0.66	1.6
CC(=O)c1sc(NC(=O)c2cccc3ccccc23)nc1C	31	-1.1	-0.65
COc1ccc(-c2cnn3c4c(c(C)nc23)CCN4C(C)C)cc1OC	.	-0.48	-0.44
CN(CC(=O)NCc1ccccn1)S(=O)(=O)c1ccc(Br)cc1	-39	.	.
Cc1ccccc1NC(=O)c1ccccc1NS(=O)(=O)c1cccc2cccnc12	.	-0.32	-0.42
CCn1c(SCC(=O)N2CCC(C(N)=O)(N3CCCCC3)CC2)nnc1-c1ccccc1	28	0.99	-0.13
